SARS 3CLpro inh: SARS-CoV 3CLpro protease inhibition; AID 1706; recombinant SARS-CoV 3CLpro, quenched FRET peptide cleavage; inhibition, % at 6 µM; 290,000 compounds, 0.14% hits; P0C6X7; in the data active means inhibition above about 12%
Yp Topo-I inh: inhibitors of Yersinia pestis topoisomerase I | Y. pestis Topo-I cleavage product accumulation, plate reader | activity, % at 10 µM | 360,000 compounds, 0.064% hits | AID 504884; in the data active means activity above about 50%, passing the limit was not always enough; inconclusive means no clear call, values can overlap the other calls; further: inactives centre near 2
VHR inh abs: blocks human VHR1 dual specificity phosphatase. P51452. recombinant VHR phosphatase, pNPP absorbance. inhibition, % at 13.3 µM. 290,000 compounds, 0.52% hits. AID 1654; in the data active means inhibition above about 50%; further: some compounds called inactive have numbers as strong as hits
Target sequence (P51452 whole entry, looked up): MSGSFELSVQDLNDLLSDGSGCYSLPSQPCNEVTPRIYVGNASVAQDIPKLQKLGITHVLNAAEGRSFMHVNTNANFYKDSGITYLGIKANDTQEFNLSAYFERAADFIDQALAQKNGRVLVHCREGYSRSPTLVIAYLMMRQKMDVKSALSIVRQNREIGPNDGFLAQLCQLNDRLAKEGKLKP
TcdB GH inh: TcdB glycohydrolase inhibition; P18177; TcdB glycohydrolase enzymatic assay, plate reader; inhibition, % at 9.99 µM; 350,000 compounds, 0.24% hits; in the data active means inhibition above about 10%
CCHFV vOTU inh: CCHFV vOTU protease inhibition. Pep-AMC fluorescence. inhibition, % at 11.5 µM. 370,000 compounds, 0.55% hits. AID 651958; in the data active means inhibition above about 30%; further: 0% = vehicle wells with enzyme and 100% = no enzyme wells
BoNT A protease: inhibitors of Botulinum neurotoxin A light chain protease; multiplex microsphere protease substrate cleavage, flow cytometry; inhibition, % at 10 µM; 360,000 compounds, 0.17% hits; further: plate controls were buffer without enzyme for full effect and enzyme alone for no effect
PriA SSB inh: inhibitors of Klebsiella pneumoniae PriA binding to SSB C-terminal tail | AID 1272365 | AlphaScreen SSBct-PriA binding, biotinylated peptide | inhibition, % at 33 µM | 430,000 compounds, 0.6% hits; in the data active means inhibition mostly above about 37%, no sharp cut-off; inactive means mostly below about 20%;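 further: plate controls were negative control peptide for no effect and reference peptide for full effect; strong numbers were not always called active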
Vc quorum ag: inducers of Vibrio cholerae quorum light production without autoinducers; AID 588436; 350,000 compounds, 0.16% hits; V. cholerae BH1578 lux reporter, luminescence, 6 h; activation, % at 18.7 µM; in the data active means activation mostly above about 9.7%, no sharp cut-off; inconclusive means no clear call, values can overlap the other calls; inactive means mostly below about 3.7%; further: not every result past the cut was called active; inactives centre near 0; reference of the scale not given here
PfHsp40 yeast: restores yeast growth despite PfHsp40 toxicity; S. cerevisiae expressing PfHsp40, growth rescue, ATP luminescence; growth rescue, % at 12.5 µM; 340,000 compounds, 0.68% hits; in the data active means growth rescue above about 28%, passing the limit was not always enough; inconclusive means no clear call, values can overlap the other calls;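 further: yeast W303a lacking pdr1 and pdr3 grown in galactose medium; growth measured after three days at 30 °C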
Anthrax LF inh2: blocks Bacillus anthracis lethal factor protease. inhibition, % at 10 µM. P15917. 360,000 compounds, 0.12% hits. multiplex microsphere protease cleavage assay, LF; further: plate controls were buffer without enzyme for full effect and enzyme alone for no effect
Target sequence (P15917 whole entry, looked up): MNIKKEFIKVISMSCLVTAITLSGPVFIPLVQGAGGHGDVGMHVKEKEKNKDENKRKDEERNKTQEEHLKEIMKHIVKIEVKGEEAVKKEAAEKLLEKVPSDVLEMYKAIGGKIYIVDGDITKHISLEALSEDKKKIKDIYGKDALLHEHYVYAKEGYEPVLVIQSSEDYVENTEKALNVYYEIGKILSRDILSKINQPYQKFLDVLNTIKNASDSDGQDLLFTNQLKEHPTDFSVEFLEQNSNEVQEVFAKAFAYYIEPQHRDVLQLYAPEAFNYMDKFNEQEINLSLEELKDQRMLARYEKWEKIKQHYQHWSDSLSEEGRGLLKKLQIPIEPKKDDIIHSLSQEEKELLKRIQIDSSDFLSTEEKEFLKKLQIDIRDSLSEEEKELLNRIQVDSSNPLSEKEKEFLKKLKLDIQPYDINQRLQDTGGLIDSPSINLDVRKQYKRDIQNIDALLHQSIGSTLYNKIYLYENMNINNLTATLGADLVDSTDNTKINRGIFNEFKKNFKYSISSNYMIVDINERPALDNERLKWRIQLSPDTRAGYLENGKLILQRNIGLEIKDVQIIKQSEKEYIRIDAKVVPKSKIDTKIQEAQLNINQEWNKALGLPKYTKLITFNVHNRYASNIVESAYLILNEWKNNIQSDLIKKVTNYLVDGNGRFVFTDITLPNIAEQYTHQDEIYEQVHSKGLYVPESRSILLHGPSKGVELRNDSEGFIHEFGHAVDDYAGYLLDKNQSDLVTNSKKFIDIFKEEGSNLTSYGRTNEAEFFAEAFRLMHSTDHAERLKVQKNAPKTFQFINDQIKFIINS
* hit, by the source's call; i = inactive; ? = inconclusive; . = not tested or not shown; & = joins results of further samples. Unless noted, no stated cut-off is given here; in the data, active means inhibition above about 30%; inconclusive means no clear call, values can overlap the other calls; inactive means below that.

SMILES	SARS 3CLpro inh	Yp Topo-I inh	VHR inh abs	TcdB GH inh	CCHFV vOTU inh	BoNT A protease	PriA SSB inh	Vc quorum ag	PfHsp40 yeast	Anthrax LF inh2
O=C(NC1CCCC1)C1CCCN1S(=O)(=O)c1cccc2cccnc12 (stereo not drawn)	1	-5	44	1.9	8	0.1	-10	-0.3	-0.4	-7
C(=C\c1ccccc1)/CN1CCN(C(c2nnnn2C2CCCCC2)C2CC2)CC1 (stereo not drawn)	.	.	.	1.1	-3	0.4	.	.	.	-4
CN(C)c1ccc2nc3c(=O)[nH]c(=O)nc-3n(CC(O)C(O)C(O)CO)c2c1 (stereo not drawn)	-3	1	2	5.5	10	5.9	-16	-1.0	-1.6	-3
CN(C)S(=O)(=O)N1CCC(CO)(CCc2ccccc2)CC1	-1	-5	-1	0.7	5	-0.2	3	-0.3	-1.3	-3
Nc1c(C(=O)OCC2CCCO2)c2nc3ccccc3nc2n1C1CCCCC1 (stereo not drawn)	-4	8	26	0.1	2	0.7	6	i	-0.6	-2
CC(O)(c1cccnc1)c1nc(-c2ccc(F)c(Cl)c2)cs1 (stereo not drawn)	.	4	.	0.2	2	-0.4	.	i	.	-2
CC(CSc1nnnn1-c1ccccc1)Cn1c(N2CCCC2)nc2c1c(=O)[nH]c(=O)n2C (stereo not drawn)	-4	19	-5	.	17	-0.1	18	0.3	-0.6	2
CC(=O)N(Cc1ccccc1)c1ncc2c(n1)c(=O)c(C#N)c1ccccn12	3	-1	30	.	-15	2.3	48*	-4.5	-1.4	0
CC(C)NC(=O)c1ccc(N(Cc2ccc(Cl)cc2)S(C)(=O)=O)cc1	5	6	29	-0.2	5	2.0	-13	0.7	-0.4	-7
CSC1=NCCN1S(=O)(=O)c1ccccc1	-4	-5	1	0.6	1	-0.7	-11	-0.2	-0.2	-1
Cc1ccc(/C=N/NC(=O)c2ccccn2)s1	-1	-9	-1	0.6	-7	-1.1	.	0.0	1.2	0
COc1ccc(S(=O)(=O)N(C)C[C@H]2Oc3c(NC(=O)Nc4ccccc4)cccc3C(=O)N([C@H](C)CO)C[C@@H]2C)cc1	.	2	.	1.0	4	-0.1	2	-0.2	0.1	-4
CC(CC(=O)N(CCC1=CCCCC1)c1c(N)n(Cc2ccccc2)c(=O)[nH]c1=O)c1ccccc1 (stereo not drawn)	.	8	.	2.3	-4	-9.3	-1	2.4	2.4	-3
CC(=O)Nc1ccc(S(=O)(=O)Oc2ccc(/C=N/NC(=O)c3ccc(Cl)cc3)cc2)cc1	-11	0	27	.	-13	0.3	.	i	0.0	3
CC(C)(C)NC(=O)CN(C(=O)C1CSC(=O)C1)c1ccc2c(c1)OCCO2 (stereo not drawn)	-1	0	17	.	-4	16	-8	1.4	0.3	-22

Two records drawn at random from the list so far:
SMILES	SARS 3CLpro inh	Yp Topo-I inh	VHR inh abs	TcdB GH inh	CCHFV vOTU inh	BoNT A protease	PriA SSB inh	Vc quorum ag	PfHsp40 yeast	Anthrax LF inh2
CC(CSc1nnnn1-c1ccccc1)Cn1c(N2CCCC2)nc2c1c(=O)[nH]c(=O)n2C (stereo not drawn)	-4	19	-5	.	17	-0.1	18	0.3	-0.6	2
COc1ccc(S(=O)(=O)N(C)C[C@H]2Oc3c(NC(=O)Nc4ccccc4)cccc3C(=O)N([C@H](C)CO)C[C@@H]2C)cc1	.	2	.	1.0	4	-0.1	2	-0.2	0.1	-4

(more compounds)
SMILES	SARS 3CLpro inh	Yp Topo-I inh	VHR inh abs	TcdB GH inh	CCHFV vOTU inh	BoNT A protease	PriA SSB inh	Vc quorum ag	PfHsp40 yeast	Anthrax LF inh2
CCN(CC)CCSc1nc2ccccc2n1Cc1ccccc1	-4	-1	-20	3.4	-12	1.1	1	i	-1.6	-3
O=C(Nc1cc(Cl)ccc1N1CCOCC1)c1cnccn1	-1	5	18	4.6	9	0.8	-10	-0.4	1.8	0
Cn1c(SCC(=O)Nc2cc(C(C)(C)C)nn2-c2ccccc2)nc2ccccc21	3	11	8	1.1	7	0.2	-10	-0.7	1.9	-3
S=c1[nH]nc(-c2ccc(Cl)cc2)n1Cc1ccccc1	0	-1	-14	2.0	6	-0.8	3	-24	2.3	0
CC(Oc1cc2oc(=O)c3c(c2cc1Cl)CCC3)C(=O)NCc1ccccn1 (stereo not drawn)	-6	10	25	-1.0	-9	0.2	12	-0.4	0.5	-3
O=C(O)C1CSC(c2ccc3c(c2)OCO3)N1 (stereo not drawn)	-2	6	-7	0.6	-5	2.0	-3	i	-0.1	4
CC(SC(C)C(=O)NN=Cc1cccc(F)c1)C(=O)NN=Cc1cccc(F)c1 (stereo not drawn)	.	4	.	1.0	6	-0.2	-2	i	0.9	-2
Cc1ccc(-c2cn(-c3ccccc3)c(SCC(N)=O)n2)cc1C	4	0	2	.	18	-0.7	27	1.7	0.8	-2
CCC(=O)N1CCN(c2ccc(NC(=S)NC(=O)COc3ccccc3)cc2)CC1	-2	26	44	0.9	-3	-0.1	-3	0.9	11	2
CC(C)(C)n1nnnc1C(c1ccc(F)cc1)N(Cc1ccc(F)cc1)Cc1ccco1 (stereo not drawn)	-3	26	10	.	-1	-0.7	-6	2.9	0.0	-2
Cc1[nH]c2ccccc2c1C(=O)CSc1n[nH]c(N)n1	0	-8	11	1.2	-13	0.0	5&-3	-0.3	-0.4	2
CC1CCC(C(C)C)C(OCC(O)C[N+]2(C)CCCCC2)C1 (stereo not drawn)	-2	0	22	.	14	-0.7	-12	i	-1.0	-2
O=C(O)CCc1c(C(=O)O)[nH]c2ccccc12	-1	-11	-1	.	-2	-0.1	-12	12	0.9	-2
COCCN(CC(=O)Nc1ccccc1)S(=O)(=O)c1ccc(S(=O)(=O)N2CCCC2)cc1	1	9	3	.	12	-0.1	-5	0.7	-1.2	1
O=c1c2c3nc4ccccc4nc3n(-c3ccc4c(c3)OCCO4)c2ncn1C1CCCC1	.	12	112	.	4	5.6	-7	.	-1.5	4
CN(C(=O)c1cc2c(s1)-c1ccccc1S(=O)(=O)C2)c1ccccc1	3	18	4	0.7	7	-0.7	-1	-0.3	-0.2	2
COc1ccc(C(=O)N/C(=C\c2cn(S(=O)(=O)N(C)C)c3ccccc23)C(=O)NCCCN2CCOCC2)cc1	-2	1	13	0.8	20	-0.6	7	0.7	-0.8	4
OCCNc1nc(Nc2ccccc2)nc2ccccc12	0	-4	-5	.	-7	0.7	-5	17*	1.1	-2
COc1cccc(-c2nnc(NC(=O)c3ccccc3Br)o2)c1	.	-2	3	0.4	-10	-1.1	-15	-0.3	0.1	-1
O=C(Nc1ccnn1C1CCN(CCCC2CCCC2)CC1)c1ccccc1Cl	-1	23	8	2.8	1	-4.3	0	-0.6	-0.5	-6
CCOC(=O)CSc1ccc(S(=O)(=O)N2CCCC2)cc1[N+](=O)[O-]	-1	1	30	-0.7	17	-1.0	-1	-0.1	-0.3	-1
COc1cccc(CN2CCN(Cc3cc(OC)c(OC)cc3[N+](=O)[O-])CC2)c1	2	9	27	.	.	?	-5	1.4	-0.1	-13
Nc1nc(SCC(=O)NCCOCCO)nc2sc3c(c12)CCCC3	-4	2	-4	1.1	8	0.4	3	1.4	2.4	-7
O=P1(c2ccccc2)Nc2ccccc2N1c1ccccc1 (stereo not drawn)	.	1	.	1.7	7	1.4	57*	i	-0.8	-28
COc1ccc(C(=O)CN2CCCCC2)cc1	-1	3	1	0.2	10	-0.2	47*	i	0.0	-2
c1ccc(-c2nnnn2CCOCCn2nnnc2-c2ccccc2)cc1	-4	14	0	0.8	-5	-0.1	-5	i	-0.9	-4
CC1(C(=O)Nc2cccc3c2CCCC3)CCN1C(=O)Cc1ccccc1Cl (stereo not drawn)	.	6	.	0.2	12	-0.3	.	-3.7	.	-7
CCN(CC)c1ccc(S(=O)(=O)Nc2cc(Cl)ccc2Cl)cc1NC(=S)NC(=O)C1CCCC1	4	18	5	0.8	22	-6.0	-1	i	0.5	-5
CC(=O)c1ccc(NC(=O)C2C3C=CC(O3)C2C(=O)O)cc1 (stereo not drawn)	-1	-3	20	0.3	-15	-6.4	-3	i	-0.8	-15
O=c1c2ccccc2c(/C=N/c2nnc(Cc3ccccc3)s2)c(O)n1-c1ccc(Cl)cn1	0	-2	0	2.0	-11	0.4	.	-0.7	0.7	0
CC(C)c1ccc(COc2ccc(C(=O)N3CCOCC3)cc2)cc1	-4	1	17	1.4	11	-1.3	-13	-0.3	2.7	-1
CCOc1ccc(N(C)S(=O)(=O)c2ccc(C)c(C(=O)NCc3ccccc3OC)c2)cc1	.	24	.	-7.9	21	-0.1	-5	i	0.1	-2
COCC(C)N=C1NN=C(c2c[nH]c3ccccc23)CS1 (stereo not drawn)	4	-3	8	0.5	8	-0.4	-1	-0.1	-1.2	-2
Cc1nc(N2CCc3ccccc3C2)[nH]c(=O)c1CCC(C)C	2	-5	11	0.5	.	1.2	-11	i	0.0	1
O=C1c2ccccc2C(c2nnnn2-c2ccc3c(c2)OCCO3)N1CCc1ccccc1F (stereo not drawn)	.	.	.	2.0	1	0.2	.	.	.	3
CCOC(=O)C1=C(C)NC(=O)NC1c1ccc(OCCO)c(OC)c1 (stereo not drawn)	-8	-5	6	.	-2	-0.2	-12	-2.8	0.3	8
CCOC(=O)c1c(NC(=O)CCN2C(=O)c3cccc([N+](=O)[O-])c3C2=O)sc(C(=O)OC(C)C)c1C	-9	-2	23	.	7	-0.3	-9	i	-0.2	1
CCc1nc2ccc(C(=O)NCCN3CCNC3=O)cn2c1N(C)CCC(C)C	.	4	.	0.9	4	0.1	.	i	.	0
COC(=O)c1ccc(NC(=O)NS(=O)(=O)c2ccc(C)cc2)cc1	-3	-2	21	.	-14	0.3	-4	i	1.1	-8
CCN(CC)c1ccc2cc(S(=O)(=O)c3ccc(C)cc3)c(=O)oc2c1	-2	19	5	.	-7	24	-3	-0.2	-1.5	15
Cc1[nH]c(=O)c(C#N)cc1-c1csc(-c2ccccc2)n1	0	-3	30	0.3	11	-2.4	-7	-0.8	-1.1	6
CCC(C(=O)NCCCN(CC)Cc1ccccc1)n1nc(C)c2sc3ccccc3c2c1=O (stereo not drawn)	0	26	33	-0.6	15	1.7	-1	-0.4	0.0	0
COc1ccc(C(=O)c2cnc(/N=C/N(C)C)s2)cc1	1	-8	-4	.	-2	0.5	.	-0.7	0.5	8
CC(C(=O)OCc1nnc(-c2ccccc2)o1)N1C(=O)c2ccccc2C1=O (stereo not drawn)	1	15	1	.	4	0.3	3	i	-0.6	-2
COc1ccc(C2/C=C\CN(C(=O)NC(C)C)CC(=O)N2Cc2ccc(F)cc2)cc1 (stereo not drawn)	.	-5	7	0.3	-3	-0.3	-8	-0.6	0.4	0
COc1cccc(CNC(=O)CCC2CCCN(Cc3ccc4c(c3)CCO4)C2)c1 (stereo not drawn)	-5	-1	16	0.5	-11	-0.7	6	i	22	-4
CCCCNCc1cc(OCC)c(OCC(N)=O)cc1Br	-8	-1	27	.	-17	2.7	1	-2.2	-0.9	2
CCOc1ccccc1-n1c(COc2ccc(C)cc2)nnc1SCC(N)=O	-5	22	10	.	-10	0.8	-3	-0.2	0.4	-2

Single values from the entries so far:
CC(C(=O)OCc1nnc(-c2ccccc2)o1)N1C(=O)c2ccccc2C1=O (stereo not drawn) in Yp Topo-I inh shows 15
CCCCNCc1cc(OCC)c(OCC(N)=O)cc1Br in VHR inh abs shows 27
Cc1nc(N2CCc3ccccc3C2)[nH]c(=O)c1CCC(C)C in Yp Topo-I inh shows -5
CCOc1ccccc1-n1c(COc2ccc(C)cc2)nnc1SCC(N)=O in PfHsp40 yeast shows 0.4
CCC(C(=O)NCCCN(CC)Cc1ccccc1)n1nc(C)c2sc3ccccc3c2c1=O (stereo not drawn) in SARS 3CLpro inh shows 0
CCOc1ccc(N(C)S(=O)(=O)c2ccc(C)c(C(=O)NCc3ccccc3OC)c2)cc1 in CCHFV vOTU inh shows 21

Some of the compounds tested; the hit share may differ from the screen's.
